Compound activity as filed in PubChem BioAssay.
RPL19A-GFP yeast: modulators of TOR pathway RPL19A-GFP in S. cerevisiae; percent response vs DMSO, % at 10 µM; S. cerevisiae RPL19A-GFP strain, flow cytometry, 3 h; hits give low values; hit rate 0.3% among 330,000;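 active = percent response vs DMSO below 50%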;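 also: median channel GFP fluorescence of the barcoded RPL19A-GFP strain; ratio of sample median GFP to plate DMSO average so 100% = DMSO; lower means less RPL19A-GFP as with rapamycin TOR inhibition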
MEP2 TOR yeast: modulators of TOR pathway MEP2-GFP in S. cerevisiae | S. cerevisiae MEP2-GFP strain, flow cytometry GFP, 3 h; 100% = DMSO control level | GFP response vs DMSO, % at 10 µM | hit rate 0.51% among 330,000;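 active = GFP response versus DMSO above a set limit, roughly screen mean plus 3 SD, cut at about 180% in these data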;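 also: median GFP fluorescence of the barcode-gated MEP2-GFP cells per well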
CIT2-GFP yeast: modulators of TOR pathway CIT2-GFP in S. cerevisiae; S. cerevisiae CIT2-GFP strain, flow cytometry, 3 h; 100 means same as DMSO wells; GFP response vs DMSO, % at 10 µM; hit rate 0.065% among 320,000; AID 2029;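 active = GFP response relative to DMSO above a set limit, near the screen mean plus 3 SD, cut at about 150% in these data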;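 also: ratio of well median GFP fluorescence to mean of DMSO wells on the plate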
LAP4 TOR yeast: yeast TOR pathway LAP4-GFP modulation. GFP response vs DMSO, % at 10 µM. S. cerevisiae LAP4-GFP multiplex, flow cytometry GFP, 3 h; median GFP as percent of DMSO wells. hit rate 0.34% among 320,000;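 active = GFP response vs DMSO above a set limit, about the screen mean plus 3 SD, cut at about 150% in these data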
GASC-1 inh: human JMJD2C demethylase inhibition. hit rate 0.069% among 330,000. GST-JMJD2C(1-420) H3K9me3 demethylation, DELFIA europium. AID 2099. inhibition, % at 2.35 µM;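 active = more than half of a compound's replicate wells show inhibition beyond 50%, single wells judged on their own value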;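 also: signal counts dimethyl H3K9 product captured on neutravidin plate; 0% = median of DMSO wells and 100% = 0.3 times that DMSO median; strong numbers were not always called active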
Target sequence (Q9H3R0 1-420 limits assumed): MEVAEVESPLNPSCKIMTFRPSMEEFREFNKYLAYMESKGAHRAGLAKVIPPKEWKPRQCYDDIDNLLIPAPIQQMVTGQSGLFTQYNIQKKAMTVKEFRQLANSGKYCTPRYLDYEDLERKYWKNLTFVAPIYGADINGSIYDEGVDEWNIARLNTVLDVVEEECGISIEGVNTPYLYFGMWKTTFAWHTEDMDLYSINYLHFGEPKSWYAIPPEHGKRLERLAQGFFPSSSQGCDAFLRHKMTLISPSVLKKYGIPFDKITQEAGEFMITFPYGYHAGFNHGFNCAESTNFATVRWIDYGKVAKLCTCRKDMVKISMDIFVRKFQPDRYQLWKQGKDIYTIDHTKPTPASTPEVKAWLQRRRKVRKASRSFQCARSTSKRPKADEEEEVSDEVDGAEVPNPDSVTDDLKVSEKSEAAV
AGP1 TOR yeast: alters AGP1-GFP fluorescence in TOR pathway yeast screen; S. cerevisiae AGP1-GFP multiplex flow cytometry, 3 h; GFP as percent of DMSO wells; GFP response vs DMSO, % at 10 µM; hit rate 0.02% among 320,000; AID 2066;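 active = GFP response relative to DMSO above a set limit, near screen average plus 3 SD, cut at about 150% in these data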;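 also: median GFP channel fluorescence of the gated AGP1 strain per well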
VLA-4 inh: inhibition in a human VLA-4 binding assay. P13612. VLA-4 expressing cells, ligand binding flow cytometry. inhibition, % (about 7 µM as worked out from the volumes in the protocol). hit rate 0.2% among 330,000. AID 2557; in the data active = inhibition above about 50%
GRK2 inh: blocks RNA aptamer binding to human GRK2; AID 488847; hit rate 0.59% among 330,000; inhibition of aptamer binding, % at 10 µM; P25098; bead flow cytometry, FAM-aptamer displacement from GRK2;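 active = inhibition of aptamer binding above 40%, roughly 3 SD of noise, on plates passing a quality check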;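 also: median bead fluorescence of bound FAM aptamer so fluorescent compounds give negative values; no value below 0 was filed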
Target sequence (P25098 whole entry, looked up): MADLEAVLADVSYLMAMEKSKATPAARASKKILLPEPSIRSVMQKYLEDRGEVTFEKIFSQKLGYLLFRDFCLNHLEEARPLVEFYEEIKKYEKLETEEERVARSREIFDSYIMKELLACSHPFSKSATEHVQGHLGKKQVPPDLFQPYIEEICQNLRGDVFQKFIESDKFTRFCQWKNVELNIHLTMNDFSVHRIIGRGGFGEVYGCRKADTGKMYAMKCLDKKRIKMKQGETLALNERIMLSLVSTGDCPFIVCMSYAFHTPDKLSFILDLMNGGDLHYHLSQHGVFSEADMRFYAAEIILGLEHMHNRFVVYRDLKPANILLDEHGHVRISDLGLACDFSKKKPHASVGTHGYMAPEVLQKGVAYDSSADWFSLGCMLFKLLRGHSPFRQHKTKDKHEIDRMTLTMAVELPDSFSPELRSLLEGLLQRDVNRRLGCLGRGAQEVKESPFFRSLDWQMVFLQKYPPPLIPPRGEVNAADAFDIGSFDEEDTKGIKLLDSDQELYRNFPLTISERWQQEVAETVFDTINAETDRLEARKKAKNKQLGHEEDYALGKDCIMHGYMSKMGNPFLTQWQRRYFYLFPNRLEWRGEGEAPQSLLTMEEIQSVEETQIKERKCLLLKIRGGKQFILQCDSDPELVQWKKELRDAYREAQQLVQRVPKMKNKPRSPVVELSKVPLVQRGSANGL
An asterisk follows results filed as active; i = inactive; . = not tested or not shown; [ ] = remark or other dose.

GRK2 inh	AGP1 TOR yeast	GASC-1 inh	MEP2 TOR yeast	LAP4 TOR yeast	VLA-4 inh	RPL19A-GFP yeast	CIT2-GFP yeast	SMILES
4.0	95.5	6.4	116.5	132.4	2.8	106.6	99.3	CCOc1ccccc1NC(=O)c1nnn(-c2ccc3c(c2)OCCO3)c1N
1.0	100.7	4.8	109.9	90.2	-8.3	106.1	107.8	CC(C)C1Cc2c(sc(NC(=S)NC(=O)c3ccccc3)c2C#N)CO1 (stereo not drawn)
0.0	102.9	-33.5	107.1	109.8	4.6	103.6	104.4	Cc1ccc(-c2nnn(CCC(=O)Nc3ccc4c(c3)OCO4)n2)cc1
0.0	104.2	1.4	101.4	106.0	-0.4	100.8	109.7	CCOC(=O)NC1(C(F)(F)F)C(=O)NC(C)=C1C(=O)OC (stereo not drawn)
0.0	105.2[may fluoresce green]	-2.4	114.4[may fluoresce green]	103.0[may fluoresce green]	0.0	101.2[may fluoresce green]	110.3[may fluoresce green]	Cc1cccc(C)c1OCC(=O)NNC(=S)NC(=O)C1CC1
2.0	105.2	-0.4	95.4	82.9	-0.7	98.4	104.8	COc1ccc(COC(=O)C2CCN(S(=O)(=O)c3cccs3)CC2)cc1
0.0	107.3	-10.7	107.2	125.1	8.8	102.6	107.8	CC(C)c1ccc(OC(=O)c2ccc3c(=O)n4c(nc3c2)CCC4)cc1
0.0	96.7	0.1	95.3	91.5	-10.8	94.0	94.7	COc1ccccc1C(c1nnnn1C1CCCC1)N1CCN2CCCC2C1 (stereo not drawn)
0.0	92.9	3.0	98.0	111.7	-22.2	93.0	104.5	On1c2c(c3c4nonc4ccc31)CCCC2
0.0	107.5	5.5	104.6	106.6	0.0	106.5	106.6	CCN(CC)CC(=O)c1c[nH]c2ccccc12
0.0	92.4	-9.7	103.4	105.5	1.8	100.8	91.7	C#CCNC(=O)C1=C[C@H](c2ccc(C(F)(F)F)cc2)C[C@H](OCc2ccc(CO)cc2)O1
0.0	102.5	2.2	95.8	107.5	8.1	99.2	95.9	Cn1c(SCCOc2ccc(Cl)cc2)nnc1-c1ccncc1
0.0	104.5	4.6	106.6	101.6	35.0	102.3	98.8	COCCNC(=O)CC(NS(=O)(=O)c1ccc(C)cc1)c1ccco1 (stereo not drawn)
0.0	106.6	-4.4	91.1	97.4	22.7	99.7	110.8	CCOc1cc(OCC)cc(C(=O)NC(=S)Nc2cccc(C(F)(F)F)c2)c1
0.0	107.9	-2.7	108.0	99.4	-30.9	106.7	112.7	CC(=O)Oc1ccc(C(=O)N2c3ccccc3NC(=O)C2C)cc1 (stereo not drawn)
5.0	107.3	2.9	106.5	108.3	2.6	102.8	105.2	O=C(NCCCn1ccnc1)c1nn2c(C(F)(F)F)cc(-c3ccccc3)nc2c1Cl
0.0	101.6	9.2	106.3	95.6	-4.7	99.4	104.2	CC(=O)OCC1OC(n2ccc3ccccc32)C(OC(C)=O)C(OC(C)=O)C1OC(C)=O (stereo not drawn)
0.0	99.9	-7.6	107.4	108.3	-1.9	102.2	104.2	Cc1cc(-c2ccccc2)nc(N/N=C/c2ccco2)n1
1.0	101.7	31.6	98.1	96.7	23.3	99.3	102.0	CCCn1c(SCC(=O)N2CCCCC2)nnc1-c1ccccn1
0.0	102.9	-10.2	100.5	94.2	-7.0	101.9	102.6	NC(=O)CSc1nnc2n(N)c(=O)c3ccccc3n12
0.0	93.4	21.1	89.9	89.2	13.9	87.7	98.3	COc1ccc2c(c1)[nH]c1c(=O)n(Cc3ccccn3)cnc12
1.0	97.5	-4.3	97.7	93.3	-0.8	99.0	95.2	Cc1nc2ccccn2c1C(=O)N/N=C/c1ccc2c(c1)OCO2
1.0	96.6	-6.5	104.2	96.3	2.4	101.1	95.0	O=C(Nc1ccc(S(=O)(=O)N2CCOCC2)cc1)c1ccccc1
4.0	99.1	2.7	98.0	100.2	13.8	100.5	99.7	O=C1CN(C(=O)NCC(=O)N[C@H](Cc2ccccc2)C(=O)O)c2ccccc2N1
4.0	96.3	1.4	93.8	101.7	7.3	92.3	92.9	O=C(CSc1nnc(NC(=O)C2CC2)s1)NCc1cccs1

Full records, looked up by structure.
CCOC(=O)NC1(C(F)(F)F)C(=O)NC(C)=C1C(=O)OC (stereo not drawn) is entered as GRK2 inh: 0.0; AGP1 TOR yeast: 104.2; GASC-1 inh: 1.4; MEP2 TOR yeast: 101.4; LAP4 TOR yeast: 106.0; VLA-4 inh: -0.4; RPL19A-GFP yeast: 100.8; CIT2-GFP yeast: 109.7
O=C(NCCCn1ccnc1)c1nn2c(C(F)(F)F)cc(-c3ccccc3)nc2c1Cl is entered as GRK2 inh: 5.0; AGP1 TOR yeast: 107.3; GASC-1 inh: 2.9; MEP2 TOR yeast: 106.5; LAP4 TOR yeast: 108.3; VLA-4 inh: 2.6; RPL19A-GFP yeast: 102.8; CIT2-GFP yeast: 105.2

(continued)
GRK2 inh	AGP1 TOR yeast	GASC-1 inh	MEP2 TOR yeast	LAP4 TOR yeast	VLA-4 inh	RPL19A-GFP yeast	CIT2-GFP yeast	SMILES
0.0	91.2	7.3	95.0	95.6	2.4	91.5	89.9	O=S(=O)(c1ccc(Br)cc1)N1CCCC1
0.0	82.2	-0.1	94.2	131.5	13.5	101.6	72.0	C/C(CCN1CCCCc2nc(C)c(C)cc21)=N\O[C@H](C)c1cn([C@H](CO)Cc2ccccc2)nn1
0.0	74.7	3.5	93.0	92.9	-7.5	105.8	66.6	COc1ccc(-c2cc3nc(C)cc(NCCO)n3n2)cc1
0.0	106.9	-6.1	100.7	102.9	9.8	102.0	106.1	CCOc1ccc(S(=O)(=O)N2CCOCC2)cc1NC(=O)CN1C(=O)NC(CC)(c2ccccc2)C1=O (stereo not drawn)
6.0	100.4	0.2	109.8	93.7	26.2	101.8	105.0	CC(=O)c1ccc(NC(=S)NCCc2ccccn2)cc1
0.0	96.9	i	98.7	99.3	-8.3	90.8	105.0	N#Cc1cnn(Cc2ccc(Cl)cc2)c1N
2.0	98.3	-11.1	105.0	97.8	-3.9	95.4	97.8	COC(=O)c1c(NC(NC(C)=O)C(Cl)(Cl)Cl)sc2c1CCCC2 (stereo not drawn)
0.0	101.6	-0.7	100.8	111.9	-15.1	99.7	100.6	COc1cc2c(cc1OC)CN(C(=O)CNS(=O)(=O)c1ccc(C)c(C)c1)CC2
3.0	104.3	58.5*	102.4	113.6	-20.7	102.5	107.3	COc1ccccc1N=Cc1c(C)c(C#N)c2[nH]c3ccccc3n2c1=O
1.0	102.7	-12.7	119.6	101.2	-5.5	103.1	111.8	Cc1ccc(C)c(OCC(O)CNC2CCCC2)c1 (stereo not drawn)
0.0	110.0	-8.9	104.4	107.2	31.3	102.4	115.3	CCN(CC)S(=O)(=O)c1ccc(N)cc1
1.0	104.0	-5.8	107.2	94.1	-12.8	104.5	101.5	COc1ccc(CN2CCNC(=O)C2CC(=O)N(C)Cc2ccon2)cc1OC (stereo not drawn)
3.0	114.9	-1.3	99.3	84.5	19.1	100.8	95.4	CCOP(=O)(OCC)C(C)(C)NC(=O)c1cc([N+](=O)[O-])cc([N+](=O)[O-])c1
1.0	107.3	0.6	97.8	101.2	5.2	100.4	103.1	CCN(CC)S(=O)(=O)c1cccc(C(=O)N[C@H](C(=O)NCc2ccc(Cl)cc2)C(C)C)c1
0.0	101.8	0.5	100.5	97.6	0.4	101.1	89.2	Cc1ccc(C(=O)Oc2cc(C)[nH]c(=O)c2[N+](=O)[O-])cc1
0.0	98.5	0.6	94.5	111.1	11.1	97.9	86.3	CC1CCCC(NC(=S)NC(=O)c2ccco2)C1C (stereo not drawn)
0.0	95.4	2.2	96.9	92.5	4.3	110.1	96.5	Cc1cc(C)n(-c2ccc(C(=O)OCC(=O)NCc3ccc(Cl)cc3)cc2)n1
3.0	99.3	12.8	99.3	107.6	15.3	100.4	94.1	CN(CCC#N)C(=O)COC(=O)c1ccc2[nH]c3c(c2c1)CCCC3
0.0	100.7	-1.1	95.8	109.0	-8.0	96.8	89.7	Cn1c(=O)oc2cc(S(=O)(=O)N3CCc4ccccc43)ccc21
3.0	.	162.4	104.9	108.2	-0.1	104.3	102.3	O=S(=O)(c1ccc(S(=O)(=O)N(Cc2cccs2)CC2CCCO2)cc1)N1CCCCC1 (stereo not drawn)
3.0	97.7	-11.2	104.2	89.9	2.0	103.7	106.2	COc1ccc(/C(C)=N/NC(=O)CN(c2ccc(OC)cc2)S(=O)(=O)c2ccccc2)cc1
1.0	96.5	18.6	103.5	105.7	18.1	97.6	94.7	COc1ccc(/C=C2/SC(=S)N(n3c(C)ccc3C)C2=O)cc1
1.0	99.6	-4.6	94.9	95.5	-1.9	94.9	97.6	Cc1nn(CC(=O)NNC(=S)NCC2CCCO2)c(C)c1Br (stereo not drawn)
0.0	101.2	4.2	108.7	96.1	11.0	104.9	107.6	COc1ccc(CN2CCN(Cc3cccc(Oc4ccccc4)c3)CC2)c(OC)c1OC
2.0	96.0	8.0	97.2	117.2	-0.4	97.9	109.5	Cc1ccc(S(=O)(=O)N2CN(Cc3ccco3)c3nc4ccccc4nc32)cc1
2.0	96.6	14.3	92.9	96.1	9.5	94.7	99.5	CCCSC1=N/C(=C/c2ccsc2)C(=O)N1c1ccccc1
25.0	101.5	-8.3	103.7	98.1	29.8	100.9	103.4	CC(C)C(=O)Nc1ccc(C(=O)Nc2nnc(C(C)C)s2)cc1
0.0	94.9	-8.1	97.2	92.4	3.8	100.9	98.5	CCCNC(=O)COc1ccccc1[N+](=O)[O-]
1.0	111.7	39.7	109.8	107.3	0.3	104.9	112.2	S=C(NCc1ccco1)Nc1cccc(Cl)c1
0.0	105.2	0.3	107.9	112.6	12.0	105.8	107.8	O=S1(=O)CC(O)C(NCc2ccco2)C1 (stereo not drawn)
0.0	102.5	-0.3	109.4	89.8	3.8	98.3	99.8	Cc1[nH]c2ccc(F)cc2c1CCN(Cc1cccnc1)C(=S)Nc1ccccc1
3.0	107.8	5.5	100.6	101.1	-16.5	98.9	108.1	COc1cc(OC)cc(C(=O)Nc2ccc(S(=O)(=O)Nc3cc(C)nc(C)n3)cc2)c1
0.0	105.0	-24.0	103.6	104.8	-0.3	103.2	97.4	COc1ccccc1CCNC(=O)Cn1ccc2cc(S(=O)(=O)N3CCC(C)CC3)ccc21
0.0	103.3	2.7	99.5	102.8	4.5	101.5	98.3	COc1ccc(CC(=O)NCc2cccc(CNC(=O)Cc3ccc(OC)c(OC)c3)c2)cc1OC
0.0	98.2	-4.2	100.0	99.4	2.2	107.2	103.1	Cc1ccc(CNc2ncnc(N)c2[N+](=O)[O-])cc1
8.0	95.2	4.3	97.8	102.0	-2.1	93.0	90.9	COc1cc(/C=C/C(=O)OCC(=O)Nc2c(C)n(C)n(-c3ccccc3)c2=O)ccc1O
0.0	96.4	-36.1	104.2	85.8	8.0	82.5	.	O=C(CSCc1ccc(F)cc1)NCc1ccc2c(c1)OCO2
2.0	92.4	-14.0	94.8	88.3	24.4	96.9	93.4	Cc1c(NC(=O)CN2c3cccc4cccc(c34)S2(=O)=O)c(=O)n(-c2ccccc2)n1C
2.0	110.6	-7.7	99.6	100.8	2.4	106.8	109.6	O=C(COC(=O)Cc1ccsc1)NCC1CCCCC1
0.0	105.6	3.5	108.1	97.2	18.8	106.4	105.0	CC(C)(C)c1ccc(S(=O)(=O)N2CCCCC2)cc1
0.0	100.3	-11.1	100.0	108.7	10.1	98.9	95.0	CSc1ccc(CN(C)C(=O)CSCC(=O)Nc2ccc(C)cc2)cc1
2.0	99.5	1.8	103.6	104.9	7.7	105.1	107.3	CCc1nnc(NC(=O)CSc2nnc(Cc3ccc(OC)cc3)o2)s1
4.0	109.4	-4.0	103.6	107.3	6.5	101.7	96.7	O=S(=O)(c1ccccc1)N1CCN(S(=O)(=O)N2CCCCC2)CC1
